Screening data: PubChem, National Center for Advancing Translational Sciences (NCATS)
PLK1 PBD inh – inhibitors of human PLK1 polo-box domain binding; Potency, µM, without a hit: max response, negative = inhibition, actives largely listed as inhibitors; 360,000 compounds, 2.8% hits; P53350; Plk1 PBD binding of FITC phosphopeptide, fluorescence polarization; further: potency means the concentration at half of the fitted maximal effect; series mostly up to about 57 µM; on the % scale 0 is the no-effect control and ±100 the full control effect; nearly all actives have a fitted effect of over 65% in size
Target sequence (P53350 whole entry, looked up, the tested form may be a part): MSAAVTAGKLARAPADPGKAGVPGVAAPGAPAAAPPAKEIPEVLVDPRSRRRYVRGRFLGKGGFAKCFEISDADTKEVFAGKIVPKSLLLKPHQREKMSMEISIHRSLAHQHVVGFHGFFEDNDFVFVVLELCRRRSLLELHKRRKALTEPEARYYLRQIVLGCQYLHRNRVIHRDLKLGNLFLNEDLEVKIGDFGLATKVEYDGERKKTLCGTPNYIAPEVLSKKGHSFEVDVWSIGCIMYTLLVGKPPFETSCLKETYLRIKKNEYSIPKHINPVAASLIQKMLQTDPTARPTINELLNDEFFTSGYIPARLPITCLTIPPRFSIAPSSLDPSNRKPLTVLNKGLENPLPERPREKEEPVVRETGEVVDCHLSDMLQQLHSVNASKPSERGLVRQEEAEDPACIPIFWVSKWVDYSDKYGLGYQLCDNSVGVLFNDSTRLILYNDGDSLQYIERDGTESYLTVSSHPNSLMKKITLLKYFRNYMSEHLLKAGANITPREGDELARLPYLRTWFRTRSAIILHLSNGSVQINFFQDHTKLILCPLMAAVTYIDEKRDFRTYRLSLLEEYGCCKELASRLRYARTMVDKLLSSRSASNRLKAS
WRN helicase inh – blocks human WRN helicase; Potency, µM (doses to about 114 µM), without a hit: at the top dose activity change, negative = inhibition, hits mostly inhibitors; WRN helicase unwinding, fluorescent forked duplex, kinetic; 360,000 compounds, 0.46% hits; AID 651768; Q14191; further: potency means the concentration at half of the fitted maximal effect; on the % scale 0 is the no-effect control and ±100 the full control effect; nearly all actives have a fitted effect of over 55% in size
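Fluorescence dequenching readout, ex 525 nm/em 598 nm, kinetic mode: forked duplex DNA (100 nM final) with adjacent fluorophore and quencher unwound by WRN (20 nM final) with 2 mM ATP. Compound preincubation 15 min, room temperature.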
Abeta yeast res – compounds reversing amyloid beta toxicity in yeast. AID 1347071. 410,000 compounds, 0.063% hits. yeast expressing A-beta42, growth rescue, OD600, 48 h; response scale: 0% DMSO, 100% iron-clioquinol control. Potency, µM (highest dose often 46.1 µM), for inactives: at the top dose growth rescue, usual class: activators; further: potency means the concentration at half of the fitted maximal effect; nearly all actives have a fitted effect of over 55% in size
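Yeast A-beta toxicity model in growth medium with pinned compounds, 48 h at 30 C; growth read as absorbance at 600 nm. Normalized to FeCl3/clioquinol equimolar mix (positive) and DMSO (negative).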
PI5P4Ka inh – inhibitors of human PI5P4K alpha; PI5P4Kalpha enzyme, ADP-Glo luminescence, 60 min; stronger effect = lower value; 330,000 compounds, 1.2% hits; max response, %; active means max response of -50% or lower; inconclusive means between -30% and -50%; inactive means -30% or higher; further: value at the top dose of about 77 µM; on the % scale 0 is the no-effect control and ±100 the full control effect
Target sequence (P48426 whole entry, looked up): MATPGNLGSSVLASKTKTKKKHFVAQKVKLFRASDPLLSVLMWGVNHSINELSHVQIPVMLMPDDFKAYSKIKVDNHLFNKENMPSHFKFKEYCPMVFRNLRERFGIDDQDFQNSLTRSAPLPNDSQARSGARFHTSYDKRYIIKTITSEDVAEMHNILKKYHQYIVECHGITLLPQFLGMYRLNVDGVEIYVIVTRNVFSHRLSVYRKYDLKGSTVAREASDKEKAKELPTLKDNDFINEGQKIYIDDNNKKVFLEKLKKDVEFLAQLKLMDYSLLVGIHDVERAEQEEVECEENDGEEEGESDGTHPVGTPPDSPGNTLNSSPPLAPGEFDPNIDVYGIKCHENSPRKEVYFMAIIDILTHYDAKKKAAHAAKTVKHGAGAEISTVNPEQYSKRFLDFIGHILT
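Luminescence from ADP-Glo served as readout of PI5P4Kalpha activity in a qHTS format. Reaction: enzyme, substrate, compound, ATP at 5 microM final, 60 min at RT.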
EPAC1 antag – EPAC1 (human) antagonism; EPAC1 GEF assay, Rap1b-BODIPY-GDP exchange fluorescence; Potency, µM (series often up to 115 µM), for the others: at the top dose activity change, negative = inhibition, hits mostly inhibitors; 360,000 compounds, 0.14% hits; AID 720709;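 further: potency means the concentration at half of the fitted maximal effect; plate controls were vehicle for no effect and positive control for full effect; nearly all actives have a fitted effect of over 50% in size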
EPAC1 agonist – agonists of human EPAC1; O95398; EPAC1 agonist qHTS, biochemical assay; response scale: 100% = response to 6.5 mM cAMP; Potency, µM (top dose mostly 154 µM), for inactives: at the highest dose activation, actives largely listed as activators; 360,000 compounds, 0.073% hits; AID 720707; further: potency means the concentration at half of the fitted maximal effect; nearly all actives have a fitted effect of over 60% in size
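Read-out is the fluorescence drop as BODIPY-GDP leaves Rap1B (480 nm excitation, 540 nm emission), recorded every 5 minutes over 30 minutes. Reactions held 100 nM EPAC1, 250 nM Rap1B–BODIPY-GDP and 50 uM GDP, with 6.5 mM cAMP setting full activation.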
IL2 activator – activators of IL-2 | 360,000 compounds, 0.065% hits | IL-2 activation reporter assay, cell-based qHTS; stimulated with anti-CD3/CD4/CD28 beads; in transgenic mouse T cells | activation, % (series mostly up to about 46 µM) | AID 652025; in the data active means activation above about 50%; inconclusive means mostly about 30% to 49%; further: 0% is about no effect
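Screening format: compound pinned onto unstimulated transgenic mouse T cells, 60 min incubation, then anti-CD3/anti-CD4/anti-CD28 bead stimulation for 18 hours at 37 degrees C, followed by EGFP and DsRed detection.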
FUS suppressor – FUS proteinopathy suppression in yeast. 390,000 compounds, 0.24% hits. Potency, µM (highest dose often 76.6 µM), without a hit: at the highest dose growth rescue (activation), most hits filed as activators. S. cerevisiae FUS-expressing, growth rescue, OD600, 24 h;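 further: potency means the concentration at half of the fitted maximal effect; plate controls were DMSO vehicle for no effect and reference control for full effect; nearly all actives have a fitted effect of over 55% in size; some results filed as inactive show a strong effect at the top dose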
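S. cerevisiae expressing FUS from galactose induction served as the toxicity model. Growth after 24hr at 30C, read as absorbance at 600 nm, indicates suppression of toxicity; compounds dosed at several concentrations.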
* marks the source's active call; other numbers are inactive results; ? = inconclusive; . = no result given; [ ] = dose if it differs, or a comment. Unless noted, the call rests on the fitted dose curve; in most records, active means well fitted curve in the direction sought with a large enough effect; inconclusive means small, poorly fitted or top-dose-only effect, or another doubt; inactive means no such curve, though single readings can be large; an effect the other way counts as inactive or inconclusive.

SMILES | PLK1 PBD inh | WRN helicase inh | Abeta yeast res | PI5P4Ka inh | EPAC1 antag | EPAC1 agonist | IL2 activator | FUS suppressor
CCOC(=O)C1(Cc2ccc(Cl)cc2)CCN(C(C)Cc2ccc(O)c(OC)c2)CC1 (stereo not drawn) | -2% | 1% | -15% | 1 | 19% | -3% | -0.6 | -2%
Cc1ccc(-n2ncc3c(=O)n(CC#N)cnc32)cc1 | -8% | -5% | 6% | . | -1% | -1% | -3.0 | -6%
NC(=O)C1CCN(C(=O)c2cc3c(s2)CCCC3)CC1 | -4% | -13% | -4% | -25 | -2% | 10% | 2.6 | 9%
COc1ccc(CCNC(=O)C(C(=O)c2ccccc2)n2ccccc2=O)cc1OC (stereo not drawn) | -5% | -17% | -11% | -3 | 8% | -2% | 2.7 | .
Cn1c(=O)c2c(ncn2CC(=O)OCC(=O)c2ccc(F)c(F)c2)n(C)c1=O | -1% | -21% | 0% | 2 | 0% | -2% | 0.9 | .
O=c1c2ccccc2nc2c3ccccc3c(NCc3cccnc3)nn12 | -4% | -5% | -10% | 3 | -28% | 6% | 0.1 | -44%
Clc1ccc(/C(Cc2nc3ccccc3[nH]2)=N\Nc2ccccc2)cc1 | -8% | -33%[57.1 µM] | -36%[inhibitor] | -10 | ? | 5% | -4.3 | ?
Cc1ccc(NC(=O)CCc2nc3ccccc3c(=O)[nH]2)cc1S(=O)(=O)N1CCOCC1 | -1% | -9% | 7% | -1 | 2% | -8% | -2.2 | ?
CC(=O)Nc1ccc(S(=O)(=O)N/N=C/c2ccc(C)s2)cc1 | -3% | -21% | -2% | 1 | 10% | -9% | 0.4 | 9%
COc1ccc(/C=C2\CCC(C3CCCC3)C2=O)cc1 (stereo not drawn) | -2% | -7% | 8% | 2 | 0% | 12% | -0.7 | 8%
Cn1c(=O)[nH]c(=O)c2c1nc(N1CCOCC1)n2CCCSc1ncccn1 | -6% | 6% | -3% | -7 | -11% | -12% | -0.3 | -12%
CC(Oc1ccc2c(c1)oc(=O)c1ccccc12)C(=O)NC(Cc1c[nH]c2ccc(O)cc12)C(=O)O (stereo not drawn) | 1% | -6% | -11% | 0 | -5% | -1% | -0.3 | 7%

Retrieved by structure from the list above, two records:
SMILES | PLK1 PBD inh | WRN helicase inh | Abeta yeast res | PI5P4Ka inh | EPAC1 antag | EPAC1 agonist | IL2 activator | FUS suppressor
Cc1ccc(NC(=O)CCc2nc3ccccc3c(=O)[nH]2)cc1S(=O)(=O)N1CCOCC1 | -1% | -9% | 7% | -1 | 2% | -8% | -2.2 | ?
CC(=O)Nc1ccc(S(=O)(=O)N/N=C/c2ccc(C)s2)cc1 | -3% | -21% | -2% | 1 | 10% | -9% | 0.4 | 9%

(listing goes on)
SMILES | PLK1 PBD inh | WRN helicase inh | Abeta yeast res | PI5P4Ka inh | EPAC1 antag | EPAC1 agonist | IL2 activator | FUS suppressor
O=C1CC(c2ccccc2)CC2=C1C(c1ccccn1)Nc1ccccc1N2 (stereo not drawn) | -11% | -10% | -30% | . | -8% | 7% | -0.1 | 5%
CCOC(=O)n1c(=O)n(Cc2cccc(F)c2)c2ccccc21 | -9% | -1% | -18% | 2 | -16% | 6% | 2.7 | 16%
Cc1cc(C)nc(SCC(=O)OCC(=O)N(C)c2c(N)n(Cc3ccccc3)c(=O)[nH]c2=O)n1 | -1% | 1% | 7% | -4 | -16% | 3% | 0.6 | .
COc1cccc(NC2=NCCCCC2)c1 | 2% | -7% | -2% | 0 | 6% | -4% | -0.8 | 0%
Cc1cc(NC(=O)CSc2nnc(-c3ccccc3)o2)no1 | -1% | -2% | 7% | -8 | -5% | 0% | 0.0 | 6%
CC1Sc2ccc(S(=O)(=O)N3CCC(C(=O)Nc4cccc(Cl)c4)CC3)cc2NC1=O (stereo not drawn) | 1% | -7% | 7% | 0 | -12% | 12% | -3.5 | 43%
Cc1ccc(C(=O)OCC(=O)NC2CCCC2)cc1 | -13% | 5% | 2% | -9 | 2% | 2% | -0.1 | -33%
CC(=O)c1nn(-c2cccc(Br)c2)cc1C(=O)c1cccc2ccccc12 | -2% | -9% | 5% | . | 6% | 1% | -3.9 | 4%
Cc1cc(S(=O)(=O)Nc2ccc(C(=O)N3CCN(C(=O)c4ccco4)CC3)cc2)ccc1F | -4% | 3% | 5% | ? | 0% | 13% | 1.2 | 25%
CCCCOCCCNc1ncnc2c1[nH]c1ccccc12 | -4% | -11% | -7% | . | -4% | 5% | -4.5 | 34%
CC(C)(C)NC(=O)NC(=O)CSc1ncn[nH]1 | -25% | -8% | -13% | 3 | -3% | 10% | -0.5 | 9%
O=C(COc1ccccc1[N+](=O)[O-])Nc1ccc2oc(=O)ccc2c1 | -4% | -5% | 5% | -1 | -15% | -1% | 1.9 | 27%

Among those listed so far, 9 have sulfur:
SMILES | PLK1 PBD inh | WRN helicase inh | Abeta yeast res | PI5P4Ka inh | EPAC1 antag | EPAC1 agonist | IL2 activator | FUS suppressor
NC(=O)C1CCN(C(=O)c2cc3c(s2)CCCC3)CC1 | -4% | -13% | -4% | -25 | -2% | 10% | 2.6 | 9%
Cc1ccc(NC(=O)CCc2nc3ccccc3c(=O)[nH]2)cc1S(=O)(=O)N1CCOCC1 | -1% | -9% | 7% | -1 | 2% | -8% | -2.2 | ?
CC(=O)Nc1ccc(S(=O)(=O)N/N=C/c2ccc(C)s2)cc1 | -3% | -21% | -2% | 1 | 10% | -9% | 0.4 | 9%
Cn1c(=O)[nH]c(=O)c2c1nc(N1CCOCC1)n2CCCSc1ncccn1 | -6% | 6% | -3% | -7 | -11% | -12% | -0.3 | -12%
Cc1cc(C)nc(SCC(=O)OCC(=O)N(C)c2c(N)n(Cc3ccccc3)c(=O)[nH]c2=O)n1 | -1% | 1% | 7% | -4 | -16% | 3% | 0.6 | .
Cc1cc(NC(=O)CSc2nnc(-c3ccccc3)o2)no1 | -1% | -2% | 7% | -8 | -5% | 0% | 0.0 | 6%
CC1Sc2ccc(S(=O)(=O)N3CCC(C(=O)Nc4cccc(Cl)c4)CC3)cc2NC1=O (stereo not drawn) | 1% | -7% | 7% | 0 | -12% | 12% | -3.5 | 43%
Cc1cc(S(=O)(=O)Nc2ccc(C(=O)N3CCN(C(=O)c4ccco4)CC3)cc2)ccc1F | -4% | 3% | 5% | ? | 0% | 13% | 1.2 | 25%
CC(C)(C)NC(=O)NC(=O)CSc1ncn[nH]1 | -25% | -8% | -13% | 3 | -3% | 10% | -0.5 | 9%

Additional results
SMILES | PLK1 PBD inh | WRN helicase inh | Abeta yeast res | PI5P4Ka inh | EPAC1 antag | EPAC1 agonist | IL2 activator | FUS suppressor
OCCCc1ccc(O)c(O)c1 | -1% | 2% | -24% | -6 | 9% | -19% | 2.6 | -9%
O=C(NCc1ccc2c(c1)OCO2)OCc1ccccc1 | -11% | -5% | -8% | -4 | -11% | 13% | 0.2 | -6%
COc1cccc(/C=C/C(=O)OCC(=O)c2c[nH]c3ccccc23)c1OC | -3% | -12% | -17% | -14 | 9% | -3% | -2.0 | -5%
CNC[C@H]1Oc2ccc(NC(=O)Nc3ccc(OC)cc3)cc2C(=O)N([C@@H](C)CO)C[C@H]1C | -18% | 5% | 6% | 0 | -7% | -27% | 0.0 | 22%
CC1(C)Cc2cccc(OCC(=O)NCCOc3ccccc3)c2O1 | 21µM* | -6% | 0% | -51* | -10% | -1% | 2.5 | 18%
O=C(NNC(=O)c1cccs1)c1cccc(F)c1 | 2% | -9% | 4% | -3 | -4% | -1% | 0.4 | -2%
CCOc1ccc(CCNC(=O)COC(=O)c2ccc(OC)c(OC)c2OC)cc1OCC | -1% | 4% | -8% | -4 | 3% | 0% | 0.2 | 12%
Cc1ccccc1C(=O)N/N=C/c1ccc(OCC(=O)N2CCCCC2)cc1 | -2% | -14% | 23% | . | ? | 5% | -1.9 | 6%
S=C1NC2=C(CCCC2)C2(CCCCC2)N1 | -7% | 4% | -4% | 1 | 0% | 0% | 1.4 | -4%
CCOc1cc(N2CCOCC2)c(OCC)cc1NC(=O)c1cc(C)cc(C)c1 | -6% | -13% | -4% | 8 | 5% | 9% | -0.1 | 12%
NC(=O)c1ccc(SCC(=O)OCC(=O)NCc2ccco2)c([N+](=O)[O-])c1 | -26% | -18% | -2% | 2 | 4% | 7% | -3.6 | 8%
CCN(C)C1CN(Cc2cn(Cc3ccc(F)cc3)nn2)S(=O)(=O)C1 (stereo not drawn) | 1% | -1% | -6% | 2 | 4% | 1% | 0.1 | -2%
COc1ccc(OC)c(-c2csc(NC(=O)C3COc4ccccc4O3)n2)c1 (stereo not drawn) | -4% | -1% | ? | 0 | -8% | 13% | -0.3 | 9%
CCCC(=O)N1CCC1(C)C(=O)Nc1cccc(F)c1 (stereo not drawn) | -6% | 0% | -3% | -7 | -7% | -9% | 0.8 | -18%
COc1cc(N2CCCC2)c(OC)cc1/C=C(/C#N)c1cccc(Br)c1 | 4% | -33% | -8% | 16 | -4% | 11% | 0.9 | 13%
Cc1ccc(/C=C(\C#N)C(=O)Nc2c(C)cccc2C)s1 | 2% | -4% | -30% | . | -2% | 13% | -2.3 | 29%
Cc1ccc(-c2nc3c(C)cc(Br)cn3c2Cc2ccccc2)cc1 | -13% | -5% | -4% | 4 | -13% | 2% | -0.2 | -2%
CC(C)c1nnc(NC(=O)CCC(=O)NCc2cccs2)s1 | -1% | 15% | 12% | . | -1% | 6% | -1.0 | 21%
CCOc1ccc(S(=O)(=O)N2CCCCC2)cc1NC(=O)c1ccccc1 | -5% | 8% | 3% | 2 | ? | -10% | -3.6 | -8%
CCOC(=O)c1c(NC(=O)C2C3CCC(O3)C2C(=O)O)sc2c1CCC(CC)C2 (stereo not drawn) | ? | 9% | 4% | -1 | -6% | 2% | -0.4 | 11%
CN(Cc1ccc(Cl)cc1)C(CCc1ccccc1)C(=O)NC1CCCCC1 (stereo not drawn) | -7% | 0% | -2% | 11 | 11% | 9% | -0.5 | -19%
CCn1c(Cc2cccc3ccccc23)nnc1SCC(=O)Nc1nccs1 | -1% | -2% | 7% | 3 | 10% | 5% | -0.1 | -1%
Cc1cc2c(NCC(C)O)ncnc2s1 (stereo not drawn) | 2% | -1% | 11% | 11 | -2% | 8% | 0.0 | -15%
